GLA spleen mod – qHTS Assay for Inhibitors and Activators of Human alpha-Galactosidase From Spleen Homogenate; human spleen homogenate, 4MU-alpha-Gal fluorescence, 40 min; AID 2107, 2009; Potency, µM (titrated, usually from 80 µM), without a hit: top-dose activity change, negative = inhibition, most hits filed as inhibitors; Alpha-galactosidase A (Homo sapiens), P06280; 0.008% of 240,000 active;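 also: potency is read from the fitted curve at half-maximal effect; 0% = enzyme with vehicle and -100% = no enzyme basal signal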
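Human spleen homogenate (1 ug) as enzyme source, 4-methylumbelliferyl-alpha-D-galactopyranoside 1 mM final, citrate/phosphate pH 5.0 with 0.01% Tween-20. Compounds 40 min at 37C, NaOH/glycine stop; fluorescence Ex 365/Em 440, Hill-fit AC50.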
TRb-SRC2 inh – qHTS for Inhibitors of the Interaction of Thyroid Hormone Receptor and Steroid Receptor Coregulator 2. Thyroid hormone receptor beta (Homo sapiens), P10828. TRbeta-SRC2 peptide binding, fluorescence polarization; receptor liganded with 1 µM T3. Potency, µM (titrated, usually from 106 µM), inactives show top-dose activity change, negative = inhibition, most hits filed as inhibitors. 0.065% of 280,000 active. AID 1469, 2008;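 also: potency is read from the fitted curve at half-maximal effect; plate controls were bound peptide for no effect and peptide without receptor for full effect; nearly all actives have a fitted effect of over 50% in size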
Target sequence (P10828 whole entry, looked up): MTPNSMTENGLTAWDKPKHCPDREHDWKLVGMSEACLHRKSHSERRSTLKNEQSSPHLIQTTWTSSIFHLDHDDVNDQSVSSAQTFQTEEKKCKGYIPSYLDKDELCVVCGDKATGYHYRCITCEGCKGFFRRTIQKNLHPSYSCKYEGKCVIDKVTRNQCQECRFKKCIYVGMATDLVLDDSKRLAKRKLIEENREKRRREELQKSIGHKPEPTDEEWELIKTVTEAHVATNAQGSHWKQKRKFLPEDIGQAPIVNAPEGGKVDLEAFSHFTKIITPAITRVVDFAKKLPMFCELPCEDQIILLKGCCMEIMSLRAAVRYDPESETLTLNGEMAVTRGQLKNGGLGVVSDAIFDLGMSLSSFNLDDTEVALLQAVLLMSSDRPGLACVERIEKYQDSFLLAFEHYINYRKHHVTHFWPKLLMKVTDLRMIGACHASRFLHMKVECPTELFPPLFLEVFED
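Decrease in fluorescence polarization of 20 nM Texas Red SRC2 coactivator peptide flagged inhibition of its binding to 0.6 uM TRb LBD; 1 uM T3 included, incubation 5 hr, ex 555/em 632 nm.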
Tau fluor counter – Counterscreen qHTS for Inhibitors of Tau Fibril Formation, Fluorescence Polarization. Potency, µM (top dose mostly 57.7 µM), inactives show at the top dose activity change, negative = decrease. AID 1463, 2008. tau K18 P301L Alexa594 fluorescence, heparin fibrillization. 0.93% of 280,000 active; also: potency is read from the fitted curve at half-maximal effect; % is scaled to controls: 0 for no effect and ±100 for the full control effect; nearly all actives have a fitted effect of over 55% in size
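Human tau K18 P301L (15 uM unlabeled, 0.24 uM Alexa 594-labeled) in 100 mM sodium acetate pH 7 with 20 uM heparin, 6 hr at 37 C. ThT 30 uM added, 1 hr ambient; Alexa 594 FP and total fluorescence read at 555/632 nm.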
CBFb RUNX1 block – qHTS Assay for Compounds Blocking the Interaction Between CBF-beta and RUNX1 for the Treatment of Acute Myeloid Leukemia; 230,000 tested, under 10 active; Potency, µM (series often up to 59.8 µM), for the others: at the highest dose activity, negative = inhibition, usual class: inhibitors; Runt-related transcription factor 1 (Homo sapiens) + Core-binding factor subunit beta …; AlphaScreen CBFb-His/RUNX1-biotin binding, biochemical; AID 1477, 2009; also: % of control where 0% means no effect
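AlphaScreen binding: CBFb-His and RUNX1-biotin (30 nM each) preincubated 20 min, compound added for 15 min, then nickel and streptavidin beads for 90 min, all at room temperature. Disruption of the interaction by any mechanism counts as activity.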
TexasRed fluor – Total Fluorescence Counterscreen for Inhibitors of the Interaction of Thyroid Hormone Receptor and Steroid Receptor Coregulator 2 | TRb/SRC2 Texas Red total fluorescence interference | Potency, µM (top dose mostly 106 µM), for the others: at the highest dose fluorescence change, negative = quenching | 0.29% of 280,000 active | AID 1479, 2009; active = well fitted curve in either direction with a large enough effect; inconclusive = small, poorly fitted or top-dose-only effect; also: potency is read from the fitted curve at half-maximal effect; % is scaled to controls: 0 for no effect and ±100 for the full control effect
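Human TRβ ligand-binding domain (0.6 uM) and Texas Red SRC2 peptide (20 nM) in Tris buffer with 1 uM T3 and 5% DMSO were incubated with pinned compound for 5 hr at ambient temperature. Total fluorescence was computed as S + 2P (555/632 nm).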
Epigenetic reg – Quantitative High-Throughput Screen for Regulators of Epigenetic Control; murine LDR cells, GFP reporter derepression, 30 h; Potency, µM (titrated, usually from 53.9 µM), for the others: at the highest dose GFP activation, hits mostly activators; 0.2% of 280,000 active; also: potency is read from the fitted curve at half-maximal effect; % of control where 0% means no effect; nearly all actives have a fitted effect of over 60% in size
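Murine LDR cells carrying a silenced, genomically integrated CMV-driven GFP reporter were exposed to compound for 30 hours at 37 C. After PBS washes, GFP-positive cells (20–120 um objects) were counted by laser-scanning microplate cytometry.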
NPSR antag – qHTS Assay for Antagonists of the Neuropeptide S Receptor: cAMP Signal Transduction; CHO-NPSR cells, cAMP TR-FRET, antagonist mode; Potency, µM (titrated, usually from 38.3 µM), without a hit: at the highest dose activity change, negative = inhibition, usual class: inhibitors; 1% of 220,000 active; AID 1461, 2008; also: potency is read from the fitted curve at half-maximal effect; % is scaled to controls: 0 for no effect and ±100 for the full control effect; nearly all actives have a fitted effect of over 50% in size; many of its hits are not listed in these tables
Target sequence (Q6W5P4 whole entry, looked up): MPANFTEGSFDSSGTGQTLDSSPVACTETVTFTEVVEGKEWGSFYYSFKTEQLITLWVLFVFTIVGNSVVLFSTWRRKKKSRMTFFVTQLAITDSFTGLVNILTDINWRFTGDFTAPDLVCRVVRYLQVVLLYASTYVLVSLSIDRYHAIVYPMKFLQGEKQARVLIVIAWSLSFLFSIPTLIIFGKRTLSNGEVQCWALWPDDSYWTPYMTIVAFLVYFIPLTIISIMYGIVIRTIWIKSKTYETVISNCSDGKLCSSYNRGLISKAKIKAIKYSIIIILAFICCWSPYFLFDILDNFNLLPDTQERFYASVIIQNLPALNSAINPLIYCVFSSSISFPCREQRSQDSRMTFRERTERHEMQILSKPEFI
Tau FP inhib – qHTS for Inhibitors of Tau Fibril Formation, Fluorescence Polarization. Microtubule-associated protein tau (Homo sapiens), P10636. K18 P301L tau heparin fibrillization, Alexa594 FP, 6 h. Potency, µM (doses to about 57.7 µM), for the others: at the top dose activity, negative = inhibition, actives largely listed as inhibitors. 0.39% of 280,000 active; also: potency is read from the fitted curve at half-maximal effect; % is scaled to controls: 0 for no effect and ±100 for the full control effect; nearly all actives have a fitted effect of over 55% in size
Target sequence (P10636 561-689 P618L limits assumed): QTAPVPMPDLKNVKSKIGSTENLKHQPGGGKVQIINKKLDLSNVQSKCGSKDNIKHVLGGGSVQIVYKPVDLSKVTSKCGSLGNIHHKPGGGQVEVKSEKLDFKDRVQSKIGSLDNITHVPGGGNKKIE
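K18 P301L tau (15 uM unlabeled/0.24 uM Alexa 594-labeled, final) + compound + heparin 20 uM final; 100 mM NaOAc pH 7; 6 hr 37 C; ThT 30 uM final added, 1 hr RT; FP ex 555/em 632 nm.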
* marks the source's active call; other numbers are inactive results; ? = inconclusive; . = no result given; [ ] = remark or other dose. Unless noted, calls follow the shape of the dose curve; as a rule, active = well fitted curve in the direction sought with a large enough effect; inconclusive = small, poorly fitted or top-dose-only effect, or another doubt; inactive = no such curve, though single readings can be large; an effect the other way counts as inactive or inconclusive. Not all compounds are listed, so the mix of outcomes need not match the whole.

Values run as follows: NPSR antag, GLA spleen mod, TRb-SRC2 inh, Epigenetic reg, Tau fluor counter, TexasRed fluor, CBFb RUNX1 block, Tau FP inhib
> Cc1nn(Cc2ccccc2Cl)c2sc(C(=O)Nc3ccccc3N3CCOCC3)cc12
→ -30%, -7%, 1%, -1.3%, -7%, 2%, -4%, 4%
> CS(=O)(=O)N(CC(=O)N/N=C/c1cccc2c1OCCO2)c1ccccc1Br
→ -26%[46.1 µM], 4%, -3%, 0.0%, -14%, -2%, -10%, 2%
> CCOc1ccc(CCNC(=O)CN(c2ccc(C)cc2)S(=O)(=O)N(C)C)cc1OCC
→ ., ., -4%, 4.5%, -10%, 0%, ., 5%
> Cc1ccc(C(=O)N2CCN(c3ccc([N+](=O)[O-])cc3-n3cccc3)CC2)cc1
→ 10µM*, -14%, -5%, -1.0%, 18%[0.0958 µM], -3%, ?, 7%[0.0958 µM]
> Cc1ccc(Nc2ncc3c(n2)CC(c2ccco2)CC3=O)c(C)c1 (stereo not given)
→ -28%[46.1 µM], 0%, 0%, -2.0%, -2%, 0%, -4%, 1%
> Cc1cc(C(=O)Nc2ncc(C)s2)c2ccccc2n1
→ -12%, 5%, 4%, -3.5%, 4%, -3%, -6%, -2%
> Cc1csc2nc(CCNS(=O)(=O)c3ccc(F)cc3)cn12
→ ., ., -2%, 0.0%, -6%, -3%, ., 6%
> CN(C[C@H](c1ccccc1)N(C[C@H](Cc1ccccc1)N(CCc1ccccc1)N=O)N=O)N=O
→ 30%, 8%, -2%, 0.8%, -17%, -2%, 2%, 8%
> Cc1cc(C)n(S(=O)(=O)Cc2ccccc2)n1
→ -2%[46.1 µM], 4%, -1%, -1.4%, 1%, 1%, 0%, -3%
> O=C(c1ccc(S(=O)(=O)N2CCCCCC2)cc1)N1CCC(CN2C(=O)c3cccc4cccc(c34)C2=O)CC1
→ -12%[46.1 µM], 10%, 2%, 6.6%, -16%, -3%, 1%, 6%
> CCCCCNCc1ccc(Br)cc1
→ -3%[46.1 µM], -15%, -13%, -0.3%, 2%, 0%, 9%, 6%
> COc1ccc(NC(=O)c2ccccc2F)cc1Cl
→ 4%[46.1 µM], 1%, -5%, -0.6%, -15%, -3%, 1%, -2%
> S=C(NCc1ccccc1)NCc1ccc(CNC(=S)NCc2ccccc2)cc1
→ -15%, -1%, 2%, 6.1%, ?, -2%, 1%, ?
> Cc1cc(C(=O)OCC(=O)Nc2cccc(S(=O)(=O)N3CCOCC3)c2)c(C)o1
→ -6%[46.1 µM], -4%, 1%, 2.1%, -16%, 2%, -6%, 0%
> O=C(Cc1csc(Nc2nc(=S)[nH]c3ccccc23)n1)NCCCN1CCN(c2cccc(Cl)c2)CC1
→ -33%, -11%, 7%, ?, ?, 0%, -24%, ?
> CC(C)Cn1c(=O)c2sccc2n2c(CCCC(=O)N3CCN(c4ccc(F)cc4)CC3)nnc12
→ ., ., 3%, -0.6%, -17%, -2%, ., 7%
> COc1cc(NC(=O)C2C3C=CC(C3)C2C(=O)O)c(OC)cc1Cl (stereo not given)
→ 1%[46.1 µM], 2%, -3%, 0.0%, -3%, -4%, -1%, 0%
> CCOC(=O)N1CCC(N(C(=O)Nc2cccc(OC)c2)C(C)CC)CC1 (stereo not given)
→ 7%[46.1 µM], -4%, -2%, -1.1%, -5%, -2%, 7%, 0%
> CCCn1c(=S)[nH]c2ccccc2c1=O
→ -6%, -6%, 0%, -3.2%, -14%, -1%, -3%, 1%
> Cc1cc(C)c(C#N)c(SCCS(=O)(=O)c2ccc(Cl)cc2)n1
→ -20%, -7%, 2%, -0.3%, ?, -2%, ?, 14%
> Cc1ccccc1-n1c(=O)c2c(n3cnnc13)-c1ccccc1CC21CCCCC1
→ -25%[46.1 µM], -8%, 3%, 0.0%, 1%, -2%, -4%, -5%
> Cc1nc2ccccc2c(=O)n1NC(=O)c1cccc([N+](=O)[O-])c1
→ 9%, -6%, -1%, -0.1%, 0%, -1%, 6%, -2%
> CCOC(=O)N1CCN(S(=O)(=O)c2cc(C)c(C)cc2C)CC1
→ -8%[46.1 µM], 10%, -22%, -1.2%, -8%, -1%, 11%, -3%
> CCOc1ccccc1NC1=C(Cl)C(=O)N(c2ccccc2)C1=O
→ 2%, -1%, 11%, 0.0%, -22%, 2%, ?, -7%
> CO/N=C/CC(=O)c1cnc(-c2ccc(Cl)cc2)s1
→ -6%, 1%, 4%, 1.4%, -20%, -2%, -7%, 5%
> O=C(O)Cc1ccc(S(=O)(=O)Nc2ccccc2C(=O)O)cc1
→ 19%, -1%, 1%, -1.3%, -7%, 2%, ?, 5%
> C[C@@H](C1[C@@H](O)CC2C3C=CC4C[C@@H](O)CC[C@]4(C)[C@H]3CC[C@@]21C)[C@@H]1CCCCN1 (stereo not given in full)
→ ., 3%, 3%, -1.1%, -4%, -3%, -7%, 1%
> COc1ccccc1NC(=O)C(=O)c1cc(C)n(-c2ccccc2F)c1C
→ ., ., -2%, 10%, -10%, -2%, ., -10%
> CN(Cc1ccccc1)C(=O)c1ccc([N+](=O)[O-])o1
→ 15%, 1%, 6%, -4.3%, -9%, -6%, 3%, -1%
> O=C(/C=C/c1cccc([N+](=O)[O-])c1)NC(=S)Nc1ccc(CN2CCOCC2)cc1
→ 9%, -3%, 4%, -3.2%, ?, -4%, 1%, -2%
> CCNC(=O)c1cnc2sc(N3CCC(C)CC3)nn2c1=O
→ ., ., 4%, -1.9%, -10%, -2%, ., -8%
> Cc1ccccc1Nc1nc(N)nc(COC(=O)/C=C/c2ccco2)n1
→ 14%, -2%, 9%, -1.6%, -6%, -1%, -22%, -3%
> COn1c(SCc2cccnc2)nc2ccccc2c1=O
→ 4%[46.1 µM], -11%, -6%, 1.3%, -1%, -5%, 4%, -4%
> CC(C)COc1ccc(-c2nnc(-c3ccncc3)o2)cc1
→ -13%[46.1 µM], 6%, -10%, -1.0%, -7%, 2%, 11%, -5%
> CCn1nc(C(=O)N2CCc3ccccc3C2)c2ccccc2c1=O
→ -14%[46.1 µM], -3%, -6%, -5.9%, -2%, 1%, 11%, 2%
> C=CCSSSCC=C
→ ., -6%, -1%, -0.3%, 6%, -1%, -11%, -1%
> Cc1cccc(OCC(=O)NC(Cc2ccccc2)C(=O)O)c1 (stereo not given)
→ 8%, -1%, 2%, -1.9%, -6%, -1%, -3%, -1%
> NC(=O)N1OCC2COc3ccc4ccccc4c3C21 (stereo not given)
→ -3%[46.1 µM], -3%, -13%, -3.1%, -12%, 0%, -5%, -1%
> COc1cccc(S(=O)(=O)NCc2ccc(C(=O)Nc3ccc(Cl)c(Cl)c3)cc2)c1
→ -24%[46.1 µM], 4%, 5%, -1.4%, 4%, 1%, 3%, 4%
> O=C(CSc1nnc(-c2ccco2)o1)N1CCOCC1
→ 2%[46.1 µM], 1%, -3%, -1.0%, -5%, -4%, 17%, 3%
> CN(C)c1ccnc(Nc2ccc(F)cc2)c1C#N
→ -19%, 14%, -12%, -1.2%, 6%, -2%, -6%, -2%
> COC(=O)C1(C(=O)OC)C/C=C\C/C=C\c2ccccc2C1C[N+](=O)[O-] (stereo not given)
→ ., -6%, 2%, -1.1%, -2%, 0%, 8%, -2%
> O=C1CC(N(O)c2ccccc2)C(=O)N1Cc1ccccc1 (stereo not given)
→ -9%[46.1 µM], 0%, -11%, 1.5%, -1%, -1%, 1%, 0%
> COc1ccccc1-c1cn(S(=O)(=O)c2ccc(C)cc2)nc1N
→ -15%[46.1 µM], -4%, -8%, -1.1%, ?, -2%, 0%, -1%
> COc1cc(O)c(C(=O)O)c(O)c1
→ ., -1%, -2%, -0.2%, 3%, -7%, ., 5%
> Cc1ccc(-n2c(O)c(C=NCc3ccccn3)c3ccccc3c2=O)cc1C
→ -46%, -4%, -3%, 0.0%, -10%, -1%, -23%, 4%
> Cc1ccc(C2=NN(C(=O)c3ccco3)C(O)(C(F)(F)F)C2)cc1 (stereo not given)
→ 23%, -2%, 2%, 0.0%, -17%, 0%, 2%, 5%
> CCOc1ccc(OCc2nnc(SCC(=O)NC3CCS(=O)(=O)C3)n2-c2ccc(Cl)cc2)cc1 (stereo not given)
→ -3%, 3%, 11%, 1.1%, 0%, -1%, -5%, -2%
> CC1=C(C(=O)c2ccccc2)C(c2ccc(O)cc2)NC(=S)N1 (stereo not given)
→ 17%, -13%, -4%, 0.0%, -1%, -2%, 3%, -2%
> CC(NS(=O)(=O)c1cccc(Cl)c1)C(=O)N(C)C1CCN(C)CC1 (stereo not given)
→ 26%, -1%, 5%, -1.5%, 14%, 0%, 17%, -1%
> C=CCOc1ccccc1CNCCNC(=O)c1nonc1N
→ 4%, -12%, 2%, -1.1%, -4%, -5%, 1%, 0%
> O=c1cc(-c2ccco2)nc(-c2cccs2)o1
→ -6%[46.1 µM], -3%, -10%, -0.5%, 7%, -2%, -4%, -13%

Compounds listed so far with an NH in an aromatic ring:
Values run as follows: NPSR antag, GLA spleen mod, TRb-SRC2 inh, Epigenetic reg, Tau fluor counter, TexasRed fluor, CBFb RUNX1 block, Tau FP inhib
> O=C(Cc1csc(Nc2nc(=S)[nH]c3ccccc23)n1)NCCCN1CCN(c2cccc(Cl)c2)CC1
→ -33%, -11%, 7%, ?, ?, 0%, -24%, ?
> CCCn1c(=S)[nH]c2ccccc2c1=O
→ -6%, -6%, 0%, -3.2%, -14%, -1%, -3%, 1%
